Bioassay records deposited in PubChem by several laboratories.
NS5 inhibitors: Dengue-2 NS5 methyltransferase inhibitors, primary screen, biochemical, confirmation dose response (AID 588689). Dengue-2 NS5 methyltransferase capping enzyme assay, biochemical; higher % means a stronger effect. inhibition, % at 25 µM; hits with a dose series show IC50 in µM. 0.3% of 340,000 active; in the data active = a potency from the dose series; inconclusive = inhibition above about 29% without an active follow-up result
NTR1 agonist: NTR1-driven beta-arrestin-GFP spot formation – imaging, U2OS cells, high content, primary screen (AID 493036). P30989. agonist mode. activation, % at 20 µM. 0.17% of 330,000 active;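 active = activation at or above 40% of the spot to cytoplasm intensity ratio, with at least 20 cells analyzed; inconclusive = wells under 20 cells, flagged as cytotoxic or low count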;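 note: 0% = DMSO without peptide and 100% = 100 nM NTR1 peptide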
Target sequence (P30989 whole entry, looked up): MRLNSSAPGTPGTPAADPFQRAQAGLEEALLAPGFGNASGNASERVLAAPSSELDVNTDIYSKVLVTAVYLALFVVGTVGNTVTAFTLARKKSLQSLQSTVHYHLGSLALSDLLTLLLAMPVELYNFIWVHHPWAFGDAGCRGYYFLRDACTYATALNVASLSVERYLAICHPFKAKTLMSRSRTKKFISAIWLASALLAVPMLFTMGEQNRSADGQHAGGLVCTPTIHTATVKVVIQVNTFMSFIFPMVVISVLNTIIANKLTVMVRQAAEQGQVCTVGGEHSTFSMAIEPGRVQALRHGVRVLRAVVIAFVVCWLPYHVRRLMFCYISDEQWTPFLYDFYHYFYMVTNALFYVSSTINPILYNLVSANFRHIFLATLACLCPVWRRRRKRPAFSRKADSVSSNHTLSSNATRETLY
SV40 large T antigen: TAg ATPase/helicase activity blockers – biochemical (AID 1903). SV40 large T antigen ATPase/helicase inhibition assay; higher % means a stronger effect. one-dose inhibition, % at 20 µM; IC50 in µM for titrated hits. 0.39% of 310,000 active; in the data active = a potency from the dose series; inconclusive = inhibition mostly from about 32% at the one dose, without a potency; inactive = the rest, 99 in 100 with inhibition below about 32%; note: strong numbers were not always called active
West Nile antiviral: West Nile virus antiviral activity, cell-based, CPE readout (AID 1621); West Nile virus-infected cells, CPE inhibition; higher % means a stronger effect; CPE inhibition, % at 10 µM, or IC50 in µM where a hit was titrated; 0.02% of 290,000 active; in the data active = a potency from the dose series; inconclusive = CPE inhibition mostly from about 3.7% at the one dose, without a potency; inactive = the rest, 99 in 100 with CPE inhibition below about 2.2%; note: strong numbers were not always called active
T cell modulator: modulates CD8 T cell binding to vesicles; 0.068% of 330,000 active; 2C CD8+ T cell-vesicle binding, flow cytometry; hits give low values; calls only at 7 µM;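 active = response, share of CD8 T cells binding vesicles, and their 90th percentile fluorescence all below set limits, cut at about 80% in these data, passing the limit was not always enough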
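Also added: QL9-peptide-loaded Drosophila micro-vesicles bearing Ld, ICAM-1 and B7-1; Test system: purified 2C TCR transgenic mouse naive CD8+ T cells; Measured by: cytometric PE anti-B7-1 and Alexa647 anti-CD8 signals after 1% paraformaldehyde fixation; Timing: binding step 1.5 h, 37 °C, antibody labelling 20 min, ice.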
PhoP inhibition: PhoP-dependent GFP reporter repression – Salmonella Typhimurium, primary screen (AID 1863) | S. Typhimurium PhoP-regulated promoter GFP reporter, 4 h; higher % means a stronger effect | inhibition, % at 50 µM; hits with a dose series show IC50 in µM | 0.16% of 300,000 active;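 active = inhibition over 29.93%, a cutoff 3 SD above the screen mean, later confirmed by dose response; inconclusive = inhibition over 29.93% but no dose response follow-up; inactive = inhibition at most 29.93% or unconfirmed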;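 note: 0% = low Mg2+ inducing control and 100% = high Mg2+ repressing control; strong numbers were not always called active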
MgcRacGAP inhibition: MgcRacGAP GTPase-activating activity inhibitors, confirmation, biochemical, ADP Hunter fluorescence | MgcRacGAP-stimulated Rac1 GTP hydrolysis, ADP Hunter fluorescence; higher % means a stronger effect; GST-tagged Rac1 F28L mutant substrate | inhibition, % at 30 µM, or IC50 in µM where a hit was titrated | 0.6% of 340,000 active;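 active = first-screen hits whose inhibition reached a set limit at any dose in the follow-up dose series; inconclusive = inhibition above the set first-screen limit but never retested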;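 note: fluorescence reports GDP produced by GAP-driven GTP hydrolysis; strong numbers were not always called active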
RSV CPE inhibition: RSV antiviral activity via CPE protection, HEp-2 cells, primary 10 µM value included (AID 2391) | HEp-2 cells, RSV-induced CPE inhibition; higher % means a stronger effect | CPE inhibition, % at 10 µM; hits with a dose series show IC50 in µM | 0.13% of 310,000 active; in the data active = a potency from the dose series; inconclusive = CPE inhibition mostly from about 23% at the one dose, without a potency; inactive = the rest, 99 in 100 with CPE inhibition below about 21%; note: strong numbers were not always called active
UTI89 phage lysis: protection from phage-mediated lysis, alamar blue read-out – E. coli UTI89, K1F phage, bacterial capsule biogenesis inhibitors (AID 488966); E. coli UTI89 K1F phage lysis, alamar blue, 2 h; higher % means a stronger effect; inhibition, % at 100 µM, or IC50 in µM where a hit was titrated; 0.02% of 340,000 active;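 active = phage lysis inhibition, versus mean bacterial control, above a set limit; inconclusive = no clear call, values can overlap the other calls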;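 note: capsule biogenesis inhibitors block K1F phage lysis so surviving cells raise fluorescence; higher fluorescence means more inhibition of phage lysis; actives were called in the ten point dose series up to 300 µM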
T cell modulator vesicle-bound %: also measured in T cell modulator; calls as there; double positive events, %; measured here: CD8+ vesicle-bound cell fraction;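 binding gate set so that unloaded-vesicle control wells show 10% double positive cells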
NTR1 agonist cell count 20 µM: recorded beside NTR1 agonist, whose call it bears; cell count; measured here: cell count, cytotoxicity flag
NS5 inhibitors pilot replicate: also measured in NS5 inhibitors; calls as there; inhibition, %; measured here: pilot screen replicate inhibition
* = called active by the depositor; i = inactive; ? = inconclusive; · = no result given; [ ] = dose if it differs, or a comment.

SMILES | NS5 inhibitors | NTR1 agonist | NTR1 agonist cell count 20 µM | SV40 large T antigen | West Nile antiviral | T cell modulator | T cell modulator vesicle-bound % | PhoP inhibition | MgcRacGAP inhibition | RSV CPE inhibition | UTI89 phage lysis | others
CC(C)CN(C(=O)CSc1nn(-c2ccc(Cl)cc2)c(=S)s1)C1CCS(=O)(=O)C1 (centres undefined) | -1% | 3.4 | 66 | 10% | -1.7% | i | 42 | -5% | -2% | 7.3% | 1.8%
COC(=O)c1sc(S(=O)(=O)Oc2ccccc2NC(C)=O)c(C(=O)OC)c1C | -6% | 0.0 | 63 | · | · | · | · | · | -3% | · | 0.5%[50 µM]
Cc1nn(-c2ccccc2)c(C)c1-c1cc(C(=O)N/N=C/c2ccc(O)cc2)[nH]n1 | -4% | 5.0 | 67 | 33% | 0.2% | i | 45 | -8% | 19% | 5.4% | 3.0%[50 µM]
CC1c2cc3c(cc2CCN1S(=O)(=O)c1ccccc1)OCCCO3 (centres undefined) | -10% | -0.9 | 44 | 14% | -0.6% | i | 15 | 1% | 13% | 9.8% | 0.0%
O=C(NCCCN1CCCC1=O)c1ccc(S(=O)(=O)Nc2cccc(C(F)(F)F)c2)cc1 | -11% | -0.2 | 64 | 8% | · | i | 34 | -9% | 0% | 1.8% | 0.1%[50 µM]
CC(C)N(C(=O)N1CCN(c2ccnc3cc(Cl)ccc23)CC1)C(C)C | -5% | 12 | 75 | · | ? | · | · | · | 8% | · | 0.1%
CC(C)NC(=O)c1ccccc1-c1nc(-c2ccccc2Cl)no1 | 2% | 1.2 | 44 | 3% | 0.1% | i | 37 | -6% | -9% | 1.9% | -0.2%[50 µM]
COc1cc(NC(=O)CCCNC(=O)c2ccc(Cl)cc2)cc(OC)c1 | -1% | -0.4 | 80 | 4% | -0.5% | i | 21 | -4% | 6% | 2.8% | 0.1%
CCCCc1nc2ccccc2c(NC(=O)CN2CCN(C)CC2)c1CCC | -3% | 0.5 | 43 | 2% | -0.1% | i | 49 | 5% | 50µM* | 0.9% | -0.3%[50 µM]
Cc1cc(C)cc(NC(=O)Nc2cc(S(=O)(=O)N(C)C)ccc2C)c1 | · | 2.5 | 51 | 4% | -0.4% | i | 34 | -6% | · | 12% | ·
O=C(NNC(=O)c1cccnc1)c1ccncc1 | 3% | -0.5 | 61 | 12% | -0.1% | i | 29 | -4% | 9% | 1.9% | 0.2%
O=S(=O)(Nc1cc(F)ccc1F)c1cccc2nsnc12 | 6% | -0.4 | 73 | 2% | 0.2% | i | 61 | -8% | 3% | 3.5% | 1.0%
CC(C)C(=O)N1CCN(C2=NS(=O)(=O)c3ccccc32)CC1 | -2% | -0.9 | 67 | -1% | -0.1% | i | 41 | -4% | 2% | 0.3% | -3.0%
Cc1cccc(-n2c(Cn3nc(C)c([N+](=O)[O-])c3C)n[nH]c2=S)c1 | 0% | 1.2 | 44 | 3% | -0.5% | i | 55 | -10% | 3% | 4.6% | -0.1%
Cc1ccc(Sc2cc(N3CCOCC3)nc(-c3ccccc3)n2)cc1 | -5% | 5.1 | 48 | 10% | · | i | 47 | -3% | 7% | 3.2% | 1.0%
COc1ccc(NC(=O)c2ccc(N3C(=O)C4CC=C(Cl)CC4C3=O)cc2)cc1 (centres undefined) | · | 1.1 | 50 | 2% | -0.5% | i | 25 | 3% | 0% | 0.9% | -1.0%
C=CCC1NS(=O)(=O)OC(CCc2ccccc2)C1O (centres undefined) | -13% | 6.8 | 76 | 4% | 0.0% | i | 17 | 2% | 4% | -1.6% | 0.0%
C=CCn1c(Cc2cccs2)nnc1SC/C=C/c1ccccc1 | 2% | 6.1 | 62 | 9% | -1.1% | i | 16 | -1% | -4% | 0.0% | 0.8%
Cc1cc(C)c(CN2CCN(Cc3ccc(C)o3)C(CCO)C2)c(-n2cccn2)c1 (centres undefined) | -2% | -0.5 | 57 | -3% | -0.7% | i | 26 | 2% | 5% | 1.8% | 0.1%
CCn1nc(C)cc1C(=O)N1CCCC(CCC(=O)NCc2ccccc2F)C1 (centres undefined) | 1% | 0.9 | 75 | 3% | -0.8% | i | 39 | 10% | 6% | 0.4% | 0.0%
O=C(CCC(=O)N1CCN(c2ccccc2)CC1)Nc1nnc(C2CCCCC2)s1 | 7% | 8.1 | 44 | 8% | -0.1% | i | 28 | 3% | 14% | 1.5% | 0.3%
COc1ccc(NC(=O)CSc2n[nH]c(-c3ccncc3)n2)c([N+](=O)[O-])c1 | 4% | -0.6 | 76 | 19% | -0.1% | i | 62 | -4% | 12% | 1.4% | -0.1%
O=C(Nc1ccccc1)c1cccc(N2C(=O)C3C4CC(C(Br)C4Br)C3C2=O)c1 (centres undefined) | 3% | 0.8 | 57 | 9% | -0.2% | i | 15 | -6% | 8% | 2.1% | 0.4%
Cc1nn(CC(=O)NCc2ccc(Cl)cc2)c(C)c1[N+](=O)[O-] | -8% | 0.8 | 69 | 4% | -0.3% | i | 46 | 9% | 8% | 1.2% | 1.0%[50 µM]
Cc1ccccc1OCC(=O)Nc1ccccc1-c1ccccc1NC(=O)COc1ccccc1C | -1% | 8.3 | 52 | -3% | -1.6% | i | 33 | 9% | 6% | 2.3% | -3.0%

(list continues)
SMILES | NS5 inhibitors | NTR1 agonist | NTR1 agonist cell count 20 µM | SV40 large T antigen | West Nile antiviral | T cell modulator | T cell modulator vesicle-bound % | PhoP inhibition | MgcRacGAP inhibition | RSV CPE inhibition | UTI89 phage lysis | others
CCCNC(=O)C(=O)Nc1ccc(N(C)C)cc1 | 11% | -0.3 | 69 | 18% | -0.2% | i | 40 | 8% | 20% | 0.1% | 0.1%
C#CCOCCOCCOCCNc1nc(N2CCN(C(=O)Cn3cc(CCCN=C(N)N)nn3)CC2)nc(N2CCN(C(=O)[C@H]([C@@H](C)CC)n3cc(CCCCN)nn3)CC2)n1 | -4% | -2.8 | 107 | 8% | · | i | 5 | · | 9% | -0.3% | 1.0%
O=C(NC1CCCC1)c1ccc(CSc2nc3ccncc3n2Cc2ccc(F)cc2)cc1 | -1% | -1.2 | 63 | 6% | -0.5% | i | 15 | 8% | 5% | 0.7% | 0.8%
O=C(c1cccc(N2C(=O)C3C4C=CC(C4)C3C2=O)c1)N1CCN(c2ccccc2F)CC1 (centres undefined) | -1% | 1.4 | 63 | 13% | -0.7% | i | 35 | -12% | 8% | 1.7% | 0.3%
CCOC(=O)c1ccccc1N/C=C1\CCCCC1=O | 4% | 2.3 | 51 | 6% | 0.7% | i | 23 | -4% | 6% | 2.5% | 5.6%
Cc1nc2ccccc2c2oc(C(=O)Nc3ccc4c(c3)OCCO4)cc12 | 73% | 6.7 | 53 | 4% | -0.4% | i | 41 | -11% | 8% | 3.8% | 5.9%
CC(=O)C1=C(O)C(=O)N(CCN(C)C)C1c1ccc(Cl)cc1 (centres undefined) | -2% | · | · | 13% | -0.3% | · | · | -2% | 4% | · | 0.2% | NS5 inhibitors pilot replicate=-1.5
O=S(=O)(c1ccccc1)c1nc(-c2cccs2)oc1NCc1cccnc1 | -7% | -1.9 | 64 | · | · | i | 3 | · | -2% | 3.1% | 0.6%[50 µM]
COc1ccc(-c2noc3c2-c2nc(-c4cccc(C)c4)sc2CC3)cc1 | -4% | -0.7 | 80 | 10% | -0.4% | i | 28 | 8% | 10% | -0.7% | 0.9%
CCOc1ccc(C2NC(=S)NC3=C2CCc2ccccc23)cc1 (centres undefined) | 3% | 3.9 | 48 | 13% | 0.1% | i | 50 | -6% | 7% | 22% | -1.5%
COCCN(C(=O)COC(=O)c1ccccc1Cc1ccccc1)c1c(N)n(Cc2ccccc2)c(=O)[nH]c1=O | -2% | 1.2 | 62 | 1% | · | i | 28 | -6% | 3% | -2.4% | -0.6%[50 µM]
CNC(=S)N(CCc1c(C)[nH]c2ccc(F)cc12)Cc1cccnc1 | -3% | 2.1 | 94 | 6% | -0.3% | i | 62 | -2% | 6% | -0.3% | -0.1%
COc1cccc(Oc2ccc(S(=O)(=O)N3CCCC3)cc2[N+](=O)[O-])c1 | 0% | 0.0 | 41 | 0% | -0.9% | i | 39 | -1% | -1% | ? | 0.1%
COc1ccc(N2CCN(C(=O)CSc3nnc(-c4ccco4)n3C)CC2)cc1 | · | 0.8 | 83 | 17% | 0.2% | i | 56 | -2% | · | 0.2% | ·
COc1ccc([C@@H]2C[C@H](c3ccccc3)Oc3cc(C)cc(C)c32)cc1 | 0% | 1.6 | 107 | · | -0.1% | · | · | 3% | 10% | · | 0.6%
COCC(=O)Nc1cc(C)cn(Cc2ccc(F)cc2)c1=O | -6% | -0.4 | 64 | 11% | -0.1% | i | 10 | 2% | 2% | 0.3% | -1.4%
Cc1cc(C)c(C)c(S(=O)(=O)NC(C(=O)O)C(C)C)c1C (centres undefined) | -9% | 0.1 | 31 | 1% | 0.7% | i | 12 | 4% | 3% | -0.1% | 0.5%
O=C(C[C@@H]1C/C=C\CCCC(=O)OC[C@@H](c2ccccc2)NC1=O)NCCO | 2% | -0.5 | 72 | · | · | i | 47 | · | 3% | · | 0.6%
O=[N+]([O-])c1ccc(Oc2cccnc2)nc1 | 2% | 1.0 | 63 | 7% | 0.0% | i | 9 | -20% | -1% | 0.2% | -1.1%
COc1ccc(NS(=O)(=O)c2cccc(C(=O)NCCc3ccc(S(N)(=O)=O)cc3)c2)cc1 | -12% | 2.2 | 67 | · | · | i | 38 | · | 5% | 0.9% | 0.5%[50 µM]
CC(=O)NCCc1ccc(O)cc1 | -1% | 0.0 | 90 | 12% | -0.5% | i | 34 | -1% | 17% | 1.6% | 2.3%
COc1cc(C(=O)Nc2c(C(=O)O)[nH]c3ccc(C)cc23)cc(OC)c1OC | -7% | -0.5 | 76 | 3% | 0.1% | i | 23 | 7% | 8% | 0.7% | -0.8%[50 µM]
CCc1nc(SCC(=O)NNC(=O)c2ccc(OC)cc2)c2ccccc2n1 | -2% | 0.7 | 43 | 0% | 0.3% | i | 38 | -10% | -1% | 0.6% | -0.8%
C/C(=N\NC(=O)c1c(Cl)cnn1C)c1cccc(NC(=O)COc2ccccc2)c1 | -2% | 1.0 | 56 | 5% | 0.8% | i | 41 | 6% | -1% | 6.3% | 1.4%
